ZTA DNA inh – blocks Epstein-Barr virus ZTA, an EBNA-1 counter-screen; P03206; ZTA-DNA binding, fluorescence polarization; inhibition, % at 11 µM; 0.15% of 320,000 active; AID 2234; in the data active means inhibition above about 33%
MEP2 TOR yeast – modulators of TOR pathway MEP2-GFP in S. cerevisiae; GFP response vs DMSO, % at 10 µM; AID 2016; 0.51% of 330,000 active; S. cerevisiae MEP2-GFP strain, flow cytometry GFP, 3 h; 100% = DMSO control level;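 active means GFP response versus DMSO above a set limit, roughly screen mean plus 3 SD, cut at about 180% in these data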;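 further: median GFP fluorescence of the barcode-gated MEP2-GFP cells per well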
EBNA-1 inhibitor – blocks EBNA-1 binding to DNA; inhibition, % at 14.8 µM; 0.34% of 300,000 active; EBNA-1 DNA binding, fluorescence polarization; in the data active means inhibition above about 28%
proCasp3 act – procaspase-3 (human) activation. recombinant procaspase-3 D3A, Ac-DEVD-pNA absorbance 405 nm. AID 463141. activation, % at 8.5 µM. P42574. 0.11% of 330,000 active;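 active means activation above the mean of all tested compounds plus 3 SD, cut at about 21% in these data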;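 further: 0% = DMSO alone and 100% = DMSO wells spiked with extra 5 µM PC-3 D3A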
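Assay system: Procaspase-3 D3A mutant, all three cleavage aspartates alanine. Buffer or medium: Zinc-free HEPES saline buffer with Triton X-100. Times: 1 h compound preincubation, 2 h substrate hydrolysis at 25 °C. Measured by: 405 nm absorbance of p-nitroaniline, reads at 0 and 120 min. Read-out basis: percent activation relative to control range. Replicates: singlicate.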
AHR act – human AHR activation. AHR-responsive luciferase reporter cells, luminescence. activation, % at 5 µM. 2.5% of 320,000 active; in the data active means activation above about 47%;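 further: 0% = vehicle wells and 100% = reference agonist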
proCasp7 act – counter-screen for procaspase-3 activators: activators of human procaspase-7. 0.093% of 330,000 active. activation, % at 8.5 µM. P55210. recombinant procaspase-7, Ac-DEVD-pNA absorbance 405 nm; D23A/D198A/D206A triple mutant, cannot self-cleave; scale: DMSO 0, 5 µM enzyme 100;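 active means percent activation above the screen-wide mean plus 3 SD, cut at about 25% in these data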
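System: Uncleavable procaspase-7 mutant enzyme; Amount: 2 µM procaspase-7 mutant as dispensed; Schedule: 1 h compound preincubation, 2 h substrate cleavage, 25 °C; Measured by: 405 nm absorbance of p-nitroaniline; Evaluation: percent activation from buffer-corrected 0–120 min absorbance change; Control set: low DMSO alone, high DMSO plus 5 µM PC-7.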
RPL19A TOR yeast – alters RPL19A-GFP fluorescence in TOR pathway yeast screen | S. cerevisiae RPL19A-GFP strain, flow cytometry, 3 h; stronger effect = lower value | percent response vs DMSO, % at 10 µM | 0.3% of 330,000 active;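 active means percent response vs DMSO below 50%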;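 further: median channel GFP fluorescence of the barcoded RPL19A-GFP strain; ratio of sample median GFP to plate DMSO average so 100% = DMSO; lower means less RPL19A-GFP as with rapamycin TOR inhibition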
LAP4 TOR yeast – yeast TOR pathway LAP4-GFP modulation | S. cerevisiae LAP4-GFP multiplex, flow cytometry GFP, 3 h; median GFP as percent of DMSO wells | GFP response vs DMSO, % at 10 µM | 0.34% of 320,000 active | AID 2023;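 active means GFP response vs DMSO above a set limit, about the screen mean plus 3 SD, cut at about 150% in these data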
An asterisk follows results filed as active; · = no result given; & = joins results of further samples; ! = repeats disagree.

Value order: ZTA DNA inh, MEP2 TOR yeast, EBNA-1 inhibitor, proCasp3 act, AHR act, proCasp7 act, RPL19A TOR yeast, LAP4 TOR yeast
> CCOC(=O)c1cc(CC)sc1/N=C/C1=C(O)CCCC1=O
 : -9.2, 101.8, -1.2, -6.4, 2.6, -6.0, 105.5, 101.3
> O=c1c(-c2ccc(Cl)cc2)c[nH]n1-c1ccccc1
 : -2.3, 106.3, 6.7, -0.2, 4.4, -13.5, 104.6, 96.7
> CC(C)(C)c1ccccc1NC(=O)N1CCNC(=O)C1CC(=O)Nc1ccc(F)cc1 (stereo not given)
 : 0.0, 112.0, -8.5, 2.7, -1.1, -4.4, 97.1, 108.2
> Cc1ccccc1C(=O)c1cn[nH]c1-c1ccccc1O
 : -0.7, 108.4, -11.9, 2.2, 1.4, 6.4, 106.1, 89.4
> COc1ccc(NC(=O)CSCC(=O)N(C)Cc2ccc3c(c2)OCCO3)cc1
 : 4.3, 99.5, ·, 6.7, 1.0, 0.1, 97.9, 111.3
> O=C(NCc1ccco1)c1ccc(COc2cc(Cl)ccc2Cl)cc1
 : -5.8, 87.0, 8.9, 1.4, -4.2, -6.5, 99.6, 88.5
> CCCCCCCCCCCCCCCC(=O)OC/C=C(C)/C=C/C=C(C)/C=C/C1=C(C)CCCC1(C)C
 : 24.7, 106.7, -9.1, 1.1, -0.6, -2.1, 98.7, 105.1
> COc1cc(S(=O)(=O)NC2CCCCC2C)ccc1-n1cnnn1 (stereo not given)
 : 8.1, 101.8, 10.3, 4.9, 3.0, 8.2, 96.5, 105.6
> CN(CC(=O)NCc1ccncc1)S(=O)(=O)c1ccc(Br)cc1
 : 1.4, 103.0, -6.1, 5.6, 5.2, -5.2, 96.6, 106.7
> O=C(CN1C(=O)c2cccc3cccc1c23)N1CCN(Cc2ccc3c(c2)OCO3)CC1
 : 2.7, 91.5, -9.7, 4.0, 7.5, 3.7, 91.1, 89.8
> O=C(Nc1ccccc1)/C(=C\c1ccc2c(c1)OCO2)NC(=O)c1ccco1
 : 7.0, 94.9, -5.8, 8.6, 5.6, 2.5, 91.2, 92.1
> C[C@@H]1CN(C(=O)c2ccc(OC3CCN(S(=O)(=O)N(C)C)CC3)cc2)C[C@H](C)O1
 : -10.3, 78.7, -1.4, 1.7, -0.2, -0.2, 101.3, 70.5
> C=CCOc1c2ccc(C(=O)NCCc3ccc(C)cc3)cc2nn1C
 : 0.4, 93.7, -0.8, -1.1, -1.4, -0.5, 104.6, 122.7
> O=C(CSc1nc(C2CC2)nc2ccccc12)N1c2ccccc2Sc2ccc(C(F)(F)F)cc21
 : 10.1, 96.6, 7.3, -3.3, -0.3, -0.6, 95.3, 98.4
> CC(=O)C(c1ccccc1)C(c1ccccc1)C(C)[N+](=O)[O-] (stereo not given)
 : -14.9, 83.9, 2.4, -5.8, -0.9, 2.8, 94.0, 78.0
> Nc1nc2n(n1)C(c1ccco1)CC(c1ccc(Cl)cc1Cl)N2 (stereo not given)
 : -3.1, 104.6, 3.7, -4.3, -2.7, -9.6, 108.0, 94.0
> Fc1ccccc1Nc1nc(Cl)nc(Cl)n1
 : 3.3, 92.0, 3.5, 1.9, 0.8, -0.3, 95.1, 97.5
> CCOCCCn1c(C)nc2c(c1=O)c1nc3ccccc3nc1n2CCC1=CCCCC1
 : 5.5, 102.9, -5.1, -0.3, -9.3, 11.2, 102.1, 111.0
> CCOC(=O)c1c(/N=C/N(C)C)sc2c1CCC2
 : -6.5, 99.5, -3.1, -2.7, -1.7, 4.5, 97.8, 91.7
> COC(=O)c1sccc1NC(=O)c1c(Cl)cccc1Cl
 : -0.6, 94.8, 8.9, 1.4, 5.5, 15.1, 99.5, 80.3
> Cc1c(NC(=O)c2ccco2)cccc1-c1nc2cccnc2s1
 : -11.2, 101.3, -5.8, -2.3, 109.0*, 3.1, 98.5, 102.2
> CCOc1ccc(Br)cc1CNCCN1CCOCC1
 : -0.4, 95.4, -4.0, 3.1, 1.2, 0.8, 94.1, 93.7
> C=CCNC(=S)NN=C1CCC(c2ccccc2)CC1 (stereo not given)
 : 5.5, 101.0, -7.2, 3.6, 4.1, -1.6, 100.4, 97.8
> O=c1c(-c2ccc(Br)cc2)[n+]([O-])c2ccccc2n1OCc1ccccc1
 : 1.6, 101.0, 0.4, -11.7, 3.7, 6.2, 96.4, 113.2
> CCOP(=O)(c1c(F)c(F)c(F)c(F)c1F)C(O)c1ccccc1 (stereo not given)
 : -1.9, 107.7, -14.3, 1.1, 0.8, -4.5, 99.1, 97.7
> Cc1ccc(CNC(=O)Cn2c(=O)n(-c3ccccc3)c(=O)c3sccc32)cc1
 : -0.9, 98.6, 7.6, 2.0, -1.9, -15.1, 99.4, 105.8
> CCc1c(C(C)S(=O)(=O)c2ccccc2)[nH]c(=O)n1CC (stereo not given)
 : -1.0, 102.5, -1.3, -22.6, -4.3, -23.0, 99.0, 104.1
> Cc1ccc(NC(=O)Nc2cnccn2)cc1Cl
 : -32.6, 107.3, -9.6, 0.8, 24.0, 3.6, 106.5, 106.0
> COc1ccccc1N1CCN(/N=C/c2cc([N+](=O)[O-])ccc2Cl)CC1
 : -0.2, 98.7, -5.8, 6.3, -5.6, 2.6, 97.6, 121.6
> Cc1ccccc1C(=O)NCC(=O)OC(C)C(=O)Nc1ccnn1C(C)C (stereo not given)
 : 4.4, 95.7, 0.7, -0.5, -1.3, 6.7, 92.2, 94.0

Continued; the last four above are carried over.
Value order: ZTA DNA inh, MEP2 TOR yeast, EBNA-1 inhibitor, proCasp3 act, AHR act, proCasp7 act, RPL19A TOR yeast, LAP4 TOR yeast
> CCc1c(C(C)S(=O)(=O)c2ccccc2)[nH]c(=O)n1CC (stereo not given)
 : -1.0, 102.5, -1.3, -22.6, -4.3, -23.0, 99.0, 104.1
> Cc1ccc(NC(=O)Nc2cnccn2)cc1Cl
 : -32.6, 107.3, -9.6, 0.8, 24.0, 3.6, 106.5, 106.0
> COc1ccccc1N1CCN(/N=C/c2cc([N+](=O)[O-])ccc2Cl)CC1
 : -0.2, 98.7, -5.8, 6.3, -5.6, 2.6, 97.6, 121.6
> Cc1ccccc1C(=O)NCC(=O)OC(C)C(=O)Nc1ccnn1C(C)C (stereo not given)
 : 4.4, 95.7, 0.7, -0.5, -1.3, 6.7, 92.2, 94.0
> O=C(C1=C(O)C(=O)N(Cc2ccco2)C1c1cccc(O)c1)c1ccco1 (stereo not given)
 : -22.2, 108.2, -2.4, 6.1, -2.5, -13.9, 103.3, 96.5
> CCC(C(=O)Nc1ccccc1C(=O)N1CCCC1)N1C(=O)c2ccccc2C1=O (stereo not given)
 : -9.6, 102.9, -0.9, -1.0, -1.3, -6.5, 97.3, 99.2
> O=C(NC1CCCc2ccccc21)C1CCN(C(=O)c2sccc2-n2cccc2)CC1 (stereo not given)
 : 10.0, 94.9, 4.7, 3.3, 4.3, 0.9, 100.8, 107.4
> CCCN1CCN(CCCNC(=O)CN2C(=O)c3cccnc3Oc3ccc(C)cc32)CC1
 : -7.8, 100.5, -4.7, 4.5, 1.4, -12.6, 94.2, 91.9
> COc1ccc(OC)c(C(=O)CSc2nc3cccnc3n2C)c1
 : -13.0, 103.7, 8.4, 8.9, 4.4, -1.1, 101.3, 105.5
> CN(C)CCNC(=O)C1CCCNC1=O (stereo not given)
 : -0.9, 101.2, -2.0, -3.5, 0.7, 1.1, 94.2, 89.5
> O=C(NC(C(=O)c1ccccc1)N1CCOCC1)c1cccs1 (stereo not given)
 : -13.2, 95.7, -1.7, 4.7, 0.6, -2.2, 98.7, 100.4
> COc1ccc(C(=O)NCC2CCCO2)cc1S(=O)(=O)N1CCCc2ccccc21 (stereo not given)
 : 12.8, 93.0, 6.0, 6.7, 2.8, 1.4, 98.3, 101.2
> COc1cc(S(=O)(=O)N(Cc2cccnc2)Cc2ccco2)ccc1-n1cnnn1
 : 2.4, 100.2, -6.1, -5.3, -2.8, -6.2, 98.1, 97.2
> O=C(N/N=C/c1cccc(C(F)(F)F)c1)C1CCN(c2ncc(C(F)(F)F)cc2Cl)CC1
 : 0.3, 108.0, 4.9, 3.0, 0.1, 12.6, 102.7, 97.1
> CC(=O)/C(C#N)=C1\NC(=O)C(Cc2ccc(C)c(Cl)c2)S1 (stereo not given)
 : 1.1, 102.0, -9.8, -1.1, 2.6, -1.5, 98.9, 105.2
> COc1ccc(S(=O)(=O)NC2CC2)cc1-n1cnnn1
 : 1.1, 95.9, -13.2, -1.7, 1.5, 9.3, 96.4, 95.7
> CC1=CC(C)(C)Nc2ccccc21
 : 38.6*!, 97.0&103.6, 13.9, 6.4&1.3, 0.6&2.6, 10.9&4.2, 100.4&96.4, 98.7&99.7
> CCOc1ccccc1CN1CCC(Oc2cccc(C(=O)NCCOC)c2)CC1
 : -3.6, 103.5, -1.4, -8.7, 6.7, 9.8, 98.9, 86.2
> CC(C)(C)NC(=O)Cn1c(=O)n(CC(=O)NC(C)(C)C)c2ccccc21
 : -9.7, 96.0, 4.0, 6.1, 1.0, -2.5, 95.2, 108.8
> COc1ccc(NC(=O)c2cc(C)nc3ccccc23)c(OC)c1
 : 8.3, 120.2, 8.4, -0.5, 13.7, 10.4, 101.0, 114.0
> O=C1NC(=Nc2ccccc2)SC1(CO)CO
 : 9.8, 117.3, 4.2, 5.6, 2.1, -1.1, 101.8, 107.1
> Cc1cc(C)c(S(=O)(=O)N2CCN(C(=O)c3ccc4c(c3)OCO4)CC2)c(C)c1
 : -4.9, 100.3, 5.7, 0.0, -0.9, -1.7, 99.0, 103.2
> CS(=O)(=O)N(CC(=O)NCc1ccncc1)c1ccc(Cl)c(Cl)c1
 : -2.8, 87.0, 3.1, 3.6, 2.5, 0.1, 94.6, 89.8
> O=C(CCn1c(=S)[nH]c2ccccc2c1=O)N1CCOCC1
 : -3.2, 107.2, 9.2, 3.6, 0.1, 2.1, 100.4, 101.0
> COc1ccc(CCNC(=O)CN(c2ccc(OC)c(OC)c2)S(C)(=O)=O)cc1
 : 5.4, 100.0, 4.4, 3.7, 1.9, 5.0, 96.4, 98.4
> N#Cc1ccc(C23OCCN2CCn2c3c3ccccc3[n+]2[O-])cc1 (stereo not given)
 : ·, 105.8, ·, 0.3, 111.8*, 1.1, 105.4, 105.2
> O=c1[nH]ncn1-c1ccccc1
 : -8.0, 95.6, -2.4, -11.6, 0.8, -1.9, 92.5, 98.3
> CC(CCC(=O)O)(c1ccc(O)cc1)c1ccc(O)cc1
 : 0.5, 92.4, ·, 0.1, 0.4, 6.7, 99.9, 99.8
> CCOC(=O)c1oc2ccccc2c1NC(=O)c1cc(OC)cc(OC)c1
 : 6.2, 102.4, -1.9, 4.0, 2.8, 5.2, 101.3, 103.6
> CCC(=O)Nc1sc2c(c1C(N)=O)CCN(C(C)=O)C2
 : 10.0, 112.3, 5.8, 2.9, 3.1, 7.1, 105.5, 105.5
> COc1ccc(C)cc1NC(=O)C(=O)NNC(=O)c1ccco1
 : -8.9, 99.8, -21.8, 9.2, 27.6, -6.2, 100.0, 94.9
> CC(=O)Nc1nnc(SCC(=O)c2ccc(F)cc2)s1
 : 16.5, 96.8, -6.8, -2.6, -1.4, 4.6, 100.8, 99.5
> CCOc1ccccc1NC(=O)CSc1ccc([N+](=O)[O-])cc1
 : 10.2, 105.4, 6.7, -3.8, -0.3, 10.8, 101.7, 107.3
> Oc1cccc(C(O)CNCc2ccc(-c3ccccc3)cc2)c1 (stereo not given)
 : -10.6, 103.5, -15.7, -20.3, -1.0, -44.4, 102.3, 107.5
> CC(C)[C@H](NC(N)=O)C(=O)Nc1ccc(OCc2ccccc2)cc1
 : 1.4, 98.1, 3.4, 2.7, 2.8, 9.8, 102.5, 106.6
> O=C(NN1CCOCC1)c1cccc(Br)c1
 : -3.0, 107.1, 2.5, -1.5, -1.8, -3.6, 106.7, 98.9
> Cc1ccn2c(Nc3ccc4c(c3)OCO4)c(-c3ccccn3)nc2c1
 : -3.3, 100.0, 0.6, 0.5, 31.9, -4.5, 103.5, 97.1

Not a hit list; overall some 3.8% were active at least once.
